Lipid storage S3: qHTS Assay for Lipid Storage Modulators in Drosophila S3 Cells | Drosophila S3 cells, BODIPY lipid droplet fluorescence, 18-24 h; cells fed with added oleic acid | Potency in µM for hits, for the others lipid storage change, negative = inhibition, % at the top dose, mostly 46.1 µM | 0.64% of 320,000 active; active = well fitted inhibition curve with a large enough effect in the signal ratio, with a control signal flat, not every such curve was filed as active; inconclusive = small, poorly fitted or top-dose-only effect, or effect the other way, or a change in a side signal; the % refers to the signal ratio
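Drosophila S3 cells loaded with oleic acid (400 uM, as added) and compounds at several concentrations; lipid droplets imaged by 488-nm laser-scanning cytometry, 500–530 nm intensity and object ratio to cell channel. Percent activity normalized to 20 uM Triacsin C.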
Lipid storage S3 cell count max: recorded beside Lipid storage S3, whose call it bears; cell number change, %; measured here: cell count max response;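 cells counted by Cell Tracker Red CMTPX staining in the red channel; peak over a dose series mostly up to 46.1 µM; percent activity relative to internal control wells on each plate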
Active calls of the source: *; i = inactive; ? = inconclusive; · = not tested or not shown; [ ] = dose if it differs, or a comment. % is set by controls: 0 for no effect and ±100 for the full control effect; potency is the fitted concentration of half-maximal effect. The list is partial; rates above refer to the full screens.

Value order – Lipid storage S3 cell count max, Lipid storage S3
COc1cccc(-c2ccc(C#N)c(=O)[nH]2)c1
 : ·, ?
COc1ccc(NC(=O)CSCC(=O)N(C)Cc2cccc(OC)c2OC)cc1
 : ·, ?
C=CCN(c1ccccc1)S(=O)(=O)c1ccc(Cl)c(C(=O)OCC(=O)c2[nH]c(C)c(C(C)=O)c2C)c1
 : ·, ?
CC(=O)c1cccc(NC(=O)C(C)OC(=O)c2ccc(-n3cnnn3)cc2)c1 (stereo not given)
 : ·, ?
Cc1nc2ccc(NS(=O)(=O)c3ccc(F)cc3F)cc2s1
 : -1.4*, 13µM*
NC1=NC(=O)C(Cc2cccc(Cl)c2)S1 (stereo not given)
 : ·, ?
CC(C)(C)c1ccc(C(=O)NCCC(=O)NCc2ccco2)cc1
 : ·, ?
O=C(NCc1ccc(F)cc1)c1c2c(nc3ccccc13)CCC2
 : ·, ?
CSCC[C@H](NC(=O)NCc1ccc(F)cc1)C(=O)O
 : 8, -9%
CC(=O)Nc1ccc(N/C(C)=C/C(=O)c2cccnc2)cc1
 : ·, ?
O=C(Nc1ncccc1O)c1ccc2ccccc2c1
 : ·, ?
CCOC(=O)c1ccc(N(CC(=O)NC2CCCCC2)C(=O)CNC(=O)c2ccco2)cc1
 : 11, i
CCOc1ccc(Nc2nc(N)c([N+](=O)[O-])c(NCc3ccccc3)n2)cc1
 : -25, -6%
Cc1cc(C)c(NC(=O)CCCC(=O)O)c(Cl)c1
 : ·, ?
COCCN(C(=O)COC(=O)c1ccc(C)o1)c1c(N)n(Cc2ccccc2)c(=O)[nH]c1=O
 : ·, ?

Value order – Lipid storage S3 cell count max, Lipid storage S3
CC(=O)Nc1cccc(NS(=O)(=O)c2cccc3nsnc23)c1
 : ·, ?
Cc1cc(=O)oc2cc(OC(=O)CCN3C(=O)c4ccccc4C3=O)ccc12
 : ·, ?
CCn1c(CCC(=O)O)nc2cc(S(=O)(=O)N(C)C)ccc21
 : ·, ?
CCCCC[C@]12Cc3cc(OC)c(OC)cc3C(O1)c1c(cc(C)n(-c3ccccc3)c1=O)O2
 : -9, -5%[9.22 µM]
CCC1=C2CC[C@H]3C(=O)N(C)C(=O)[C@H]3[C@H]2[C@@]2(Cc3ccccc3)C(=NCCOC)OC(=O)N2C1=O
 : ·, ?
O=C(OCCN1CCN(C2=NS(=O)(=O)c3ccccc32)CC1)c1cccc(Br)c1
 : 25, 7%
CNC(=S)N1CCN(C(=O)C2CCCO2)CC1 (stereo not given)
 : ·, -21%
COc1ccccc1OCC(=O)Nc1ccc2c(c1)n(C)c(=O)n2C
 : -3, 1%
Cc1ccc(S(=O)(=O)n2c3ccc(Cl)cc3c3nc(C)sc32)cc1
 : ·, ?
COc1ccc([C@H]2Oc3cc(O)cc(O)c3C(=O)C2[C@@H]2C(=O)c3c(O)cc(O)cc3O[C@@H]2c2ccc(OC)cc2)cc1 (stereo not given in full)
 : ·, ?
CCOC(=O)c1ccccc1NC(=O)C1CCN(c2ncnc3sc(C)c(C)c23)CC1
 : ·, ?
CC1(C)CC2(CC(C)(C)NC(=O)N2)NC(=O)N1
 : ·, ?
N#Cc1cc2c(nc1S(=O)(=O)Cc1ccccc1)CCCC2
 : ·, ?
COc1ccc(/C=N/n2cc(-c3ccc(OC)cc3)nc2N)cc1
 : ·, ?
O=C(Nc1nc2c(s1)CCCC2)c1ccc2ncsc2c1
 : -4, -8%

Value order – Lipid storage S3 cell count max, Lipid storage S3
CCOc1nc2cnccc2n(CC(=O)Nc2cccc(C)c2)c1=O
 : -31, i
O=C(/C=C/c1ccccc1[N+](=O)[O-])NCc1ccccc1Cl
 : ·, ?
COC(=O)C1=C(N)c2c(F)cccc2C1(C#N)c1ccccc1 (stereo not given)
 : ·, ?
O=c1[nH]c2cc3c(cc2cc1CN(Cc1nnnn1CC1CCCO1)C1CCCCC1)OCO3 (stereo not given)
 : ·, ?
COc1ccc2cc(C#N)c(N3CCOCC3)nc2c1
 : ·, ?
CCN1CCN(C(=O)c2sc3ncnc(N4CCc5ccccc5C4)c3c2C)CC1
 : -7, 4%
C[C@H]1CC[C@@]2(O[C@@H](CCO)C[C@@H](O)[C@@H]2O)O1
 : 10, -1%
COc1cccc(-c2nnc(SCc3ccc(C#N)cc3)n2Cc2ccco2)c1
 : ·, ?
CC(=O)Nc1cc(C(C)(C)C)c(O)c(C(C)(C)C)c1
 : ·, i
CCCc1cc(C(=O)Nc2ccn(Cc3ccc(C)cc3)n2)no1
 : ·, ?
O=C(Nc1ccccc1)Nc1ccccc1NS(=O)(=O)c1cccs1
 : 0, 8%
COC(=O)CC1C(=O)NCCN1C(=O)CSc1nnc(Nc2ccc(OC)cc2)s1 (stereo not given)
 : ·, ?
COC(=O)c1cc(S(=O)(=O)N2CCN(c3ccc(F)cc3)CC2)cn1C
 : -21, i
O=C(NCc1ccco1)c1cnc2n(c1=O)CCS2
 : ·, ?
O=C(COC(=O)/C=C/c1ccccc1)Nc1cccc(Oc2ccccc2)c1
 : ·, ?

Value order – Lipid storage S3 cell count max, Lipid storage S3
Cc1cc(C)nc(NC(=O)c2ccc(Cl)cc2)n1
 : ·, ?
COc1ccccc1CNC(=O)C(C)n1nc(C)c2c(C)n(-c3ccccc3)nc2c1=O (stereo not given)
 : -4.1*, 5.8µM*
Cc1ccc(NC(=O)CN(C)C(=O)CSc2nc3ccccc3c(=O)n2CCO)cc1
 : ·, ?
COc1ccc(OCC(=O)Nc2ccc(S(=O)(=O)Nc3cc(C)on3)cc2)cc1
 : ·, ?
CCC1SC2=NC(C)=C(C(=O)OC)C(c3ccc(C)cc3)N2C1=O (stereo not given)
 : ·, i
COC(=O)c1ccsc1NC(=O)CCc1ccccc1
 : ·, ?
COc1ccc(-c2nnn(CC(=O)N(CCN3CCOCC3)C(C(=O)NC3CCCC3)c3ccco3)n2)cc1 (stereo not given)
 : ·, ?
O=C(Nc1ccnc(-c2cccnc2)n1)c1ccc(Cl)cc1
 : 0, 1%
COc1ccccc1C1C2C(=O)N(c3ccccc3)C(=O)C2ON1c1ccccc1 (stereo not given)
 : 17, 23%
Cc1cc(C)n(/N=C/c2c[nH]c3ccccc23)c(=O)c1
 : ·, ?
COc1cc(C2C(C(C)=O)=C(O)C(=O)N2CCc2c[nH]c3ccccc23)ccc1O (stereo not given)
 : -8, -2%
CCOC(=O)C1CCCN(C(=O)c2cccc(S(=O)(=O)N3CC(C)OC(C)C3)c2)C1 (stereo not given)
 : ·, -2%
COc1ccc(OC)c(NC(=O)Cn2cc(C#N)c3ccccc32)c1
 : ·, ?
Cc1noc(C)c1S(=O)(=O)Nc1ccc(C(=O)NC2CCCCC2C)cc1 (stereo not given)
 : ·, ?
c1cnn(-c2cncc(-n3cccn3)n2)c1
 : 7, 13%

Value order – Lipid storage S3 cell count max, Lipid storage S3
CCC(=O)N1CCc2cc(S(=O)(=O)NC(C(=O)N3CCN(c4ccc(F)cc4)CC3)C(C)C)ccc21 (stereo not given)
 : ·, ?
Cc1ccc(S(=O)(=O)N2CCN(C(=O)N3CCOCC3)C2C)cc1 (stereo not given)
 : ·, -24%
Nc1nc(Cl)cc(Nc2ccccc2Cl)n1
 : ·, ?
Cc1ccccc1C(=O)N(Cc1cccs1)C1CCS(=O)(=O)C1 (stereo not given)
 : ·, ?
CN(C)S(=O)(=O)c1ccc2c(c1)nc1n2CCC1
 : ·, ?
CNc1ccc(C2(O)C(=O)c3ccccc3C2=O)cc1
 : -7, 3%
O=C(Nc1ccccc1F)c1ccc(CSc2ccccc2)o1
 : ·, ?
CCCc1ccc(-c2cc(C(=O)N3CCN(c4ccccn4)CC3)c3ccccc3n2)cc1
 : ·, ?
COc1ccc(-c2oc3ccc(-c4cc(OC)c(OC)c(OC)c4)cc3c2C(=O)c2ccc(OC)nc2)cc1
 : ·, ?
CCN(CC)CCCN(Cc1cc2cc3c(cc2[nH]c1=O)OCO3)C(=O)Nc1ccccc1OC
 : ·, i
Fc1ccc(CSc2nncn2NCc2ccc3c(c2)OCO3)cc1
 : ·, ?
Cn1cnnc1SCC(=O)Nc1ccc(S(=O)(=O)N2CCOCC2)cc1
 : ·, ?
COc1ccccc1NC(=O)CSCc1ccc([N+](=O)[O-])cc1
 : ·, ?
CN(C)CCNc1ncnc2c1sc1nc(N3CCOCC3)c3c(c12)CC(C)(C)SC3
 : ·, 2%
O=Cc1cn(CC(=O)Nc2ccc(F)cc2)c2ccccc12
 : -3, -2%

Taken from above:
Lipid storage S3, O=Cc1cn(CC(=O)Nc2ccc(F)cc2)c2ccccc12 → -2%
Lipid storage S3, CN(C)CCNc1ncnc2c1sc1nc(N3CCOCC3)c3c(c12)CC(C)(C)SC3 → 2%

Retrieved one by one from above:
Value order – Lipid storage S3 cell count max, Lipid storage S3
Cc1ccc(S(=O)(=O)N2CCN(C(=O)N3CCOCC3)C2C)cc1 (stereo not given)
 : ·, -24%
CNc1ccc(C2(O)C(=O)c3ccccc3C2=O)cc1
 : -7, 3%

Later entries
Value order – Lipid storage S3 cell count max, Lipid storage S3
C=CCn1c(SCC(=O)NC2CCCCC2)nnc1-c1ccc(OC)cc1
 : ·, ?
CCOC(=O)c1cc(-c2c(Cl)cccc2Cl)no1
 : -4, 9%
CCc1nn(CC(=O)NCCc2ccc(OC)cc2OC)c(=O)c2cc3occc3n12
 : ·, ?
CC1CCCCC1NC(=O)C1CCN(S(=O)(=O)c2ccc3c(c2)CCC(=O)N3)CC1 (stereo not given)
 : -7, 1%
Cc1cc(C)c2nc(/N=C(\N)NC(=O)Nc3ccccc3)nc(C)c2c1
 : 10, 13%
CCCOc1ccc(CC2CCC(=O)NC2=O)cc1 (stereo not given)
 : 2, -3%
COc1ccc(CN(Cc2ccc(C(=O)O)cc2)C(=S)Nc2ccccc2Cl)cc1OC
 : 17, 2%
CCc1ccc([C@@H]2CC=C(C(=O)O)CN2S(=O)(=O)c2ccc(C)cc2)cc1
 : ·, ?
COc1ccc(OC)c(-c2cc(C(=O)NC3CCCC3)c3ccccc3n2)c1
 : 11, 15%
COc1ccc(CNC(=O)CN(Cc2ccco2)C(=O)CNS(=O)(=O)c2ccc(C)cc2)cc1
 : 15, i
Cc1ccc(S(=O)(=O)NC(=O)Nc2ccc(C)cc2C)cc1
 : ·, ?
COCCNC(=O)CSc1nc2ccc(N3CCOCC3)cc2c(=O)n1Cc1ccc(OC)cc1
 : 1, 2%
Cc1ccc2nc(N3CCN(C)CC3)c(C#N)cc2c1
 : ·, ?
CCCCCOc1ccc(NC(=O)C2OC3OC(C)(C)OC3C3OC(C)(C)OC23)cc1 (stereo not given)
 : 15, 3%
CC(=O)Nc1ccc(C(=O)CSc2nnc3scc(-c4ccccc4)n23)cc1
 : ·, ?

Value order – Lipid storage S3 cell count max, Lipid storage S3
Cc1cccc(C(=O)O/N=C(\N)c2ccc(Cl)cc2)c1
 : 18, 10%
Cc1cccc(CNC(=O)C2CCC(=O)N(C3CC3)C2)c1 (stereo not given)
 : 1, -1%
Oc1ccccc1N1CCN(c2ncnc3scc(-c4ccc(F)cc4)c23)CC1
 : ·, ?
Cc1nc(Oc2ccc(Cl)cc2)c2oc3ccccc3c2n1
 : -3, -5%
Oc1c(C(c2ccco2)N2CCOCC2)sc2ncnn12 (stereo not given)
 : 19, 0%
Cc1onc(-c2ccccc2)c1C(=O)Nc1nncs1
 : ·, ?
Cn1cccc1/C=N/NC(N)=S
 : ·, ?
O=C(Nc1ccc(S(=O)(=O)NCc2ccccc2)cc1)Nc1ccc2c(c1)OCO2
 : -14, i
Cc1ccc(N(CC(=O)NCCSCc2ccco2)S(=O)(=O)c2ccc(F)cc2)cc1
 : -1, -8%
COc1ccc(NC(=O)COC(=O)c2ccc(F)cc2F)cc1
 : ·, ?
O=C(NC1CCS(=O)(=O)C1)C1C2CC3CC(C2)CC1C3 (stereo not given)
 : ·, ?
CCCN(CC(=O)Nc1ccccc1C)C(=O)COC(=O)CSc1ccc([N+](=O)[O-])cc1
 : ·, ?
Cc1nn(C)c(Cl)c1CN1CCCC(CO)(Cc2cccc(Cl)c2)C1 (stereo not given)
 : 11, i
CN(c1ccccc1)C1CCCCC1NS(=O)(=O)c1ccc(Cl)cc1 (stereo not given)
 : ·, ?
CC(C)(C)N(Cc1ccccc1)C(=O)COC(=O)[C@@H]1CCCN1C(=O)c1cccs1
 : ·, i

The final 3 entries of the section before are carried over, then new ones follow:
Value order – Lipid storage S3 cell count max, Lipid storage S3
Cc1nn(C)c(Cl)c1CN1CCCC(CO)(Cc2cccc(Cl)c2)C1 (stereo not given)
 : 11, i
CN(c1ccccc1)C1CCCCC1NS(=O)(=O)c1ccc(Cl)cc1 (stereo not given)
 : ·, ?
CC(C)(C)N(Cc1ccccc1)C(=O)COC(=O)[C@@H]1CCCN1C(=O)c1cccs1
 : ·, i
Cc1ccc(CN2C3CCCC2CC(NC(=O)c2ccc(F)cc2)C3)cc1 (stereo not given)
 : ·, ?
FC(F)(F)c1nnc2ccc(N3CCN(c4ccccc4)CC3)nn12
 : ·, ?
CCOc1ccc(C(=O)Nn2cnnc2)cc1OCC
 : 1, 0%
CCNC(=O)c1ccc(C2SCC(=O)N2CCc2ccccc2)cc1 (stereo not given)
 : 9, 6%
Cc1ccc(C=C2C(=O)c3ccccc3C2=O)s1
 : ·, ?
CN(C)C1=NCCN1CCCC1CCCCC1
 : ·, ?
COc1ccccc1N1CCN(C(CNS(C)(=O)=O)c2cccnc2)CC1 (stereo not given)
 : 3, 1%
COc1cccc(C(=O)OCC(=O)c2c(N)n(C)c(=O)n(C)c2=O)c1
 : ·, ?
CC(C)OC(=O)CSc1nnc(-c2cnccn2)n1C
 : -17, -9%

Screening results as filed in PubChem BioAssay.
